RmlC RmlD mix = RmlC and RmlD coupled enzyme inhibitors, primary screen, biochemical, 384-well, compound mixtures, retest. RmlC/RmlD coupled enzyme inhibition, 384-well mixture HTS. inhibition, % at 5.5 µM. 110,000 tested, 0.39% active; in the data active = inhibition above about 30%, passing the limit was not always enough; inconclusive = no clear call, values can overlap the other calls; also: strong numbers were not always called active
RT RNaseH block = HIV-1 RT RNase H inhibitors, primary screen, biochemical, fluorescence; RT-RNase H RNA/DNA duplex cleavage; inhibition, % at 10 µM; 65,000 tested, 1.9% active; in the data active = inhibition above about 50%
The depositor's hits bear a star; u = inconclusive; x = no result given. The list is partial; the hit share may differ from the screen's.

Screens in order – RmlC RmlD mix, RT RNaseH block
Cc1ccc(NC(=O)CSc2nccn2Cc2ccccc2)cc1C
  -7, x
Cc1ccc(S(=O)(=O)/N=c2\sccn2C)cc1
  10, x
Cc1cccc(N2CCN(C3=NC(=O)C(=C4CCCCC4)S3)CC2)c1
  13, 0
CCCCCn1c(SCC(=O)OCC)nc2cc(C(=O)NCc3ccco3)ccc2c1=O
  x, 36
COc1ccc(NC(=O)Nc2cccc(OC)c2)cc1
  -1, -6
Cc1c(Cl)cnc(NC(=O)COC(=O)CCS(=O)(=O)c2ccccc2)c1Cl
  -6, x
O=C(NCc1ccccn1)Nc1ccc(F)cc1
  13, -8
Cc1noc(C)c1C(=O)Nc1sc2c(c1C(N)=O)CCCCC2
  -10, 32
O=C(c1cccs1)N1CCOCC1
  7, -7
CCOC(=O)Cn1nc(-c2ccccc2)nc1-c1ccccc1
  10, -7
Cc1cc(OCn2ccc(C(=O)O)n2)ccc1Cl
  -2, -7
COc1ccccc1C1=Nc2cccc3cccc(c23)N1
  -7, x
Cc1cccc2cc(CN(Cc3ccco3)C(=O)c3ccncc3)c(=O)[nH]c12
  -8, -7
O=C(Nc1ccc(N2CCOCC2)cc1)c1ccncc1
  14, x
O=C(COc1ccc2ccccc2c1)Nc1ccc(Cc2ccncc2)cc1
  -10, x
COC(=O)c1ccc(NC(=O)COC(=O)CSc2nc(C)cc(C)n2)cc1
  -9, x
Cc1sc2ncnc(SCC(=O)NCC(C)C)c2c1C
  4, x
CC(C)N=C(NC#N)SCc1ccc(F)cc1
  8, -11
CCOc1ccc(N2CC(C(=O)Nc3ccccc3OC)CC2=O)cc1 (centres undefined)
  9, -22
CCOc1ccc(N=c2scc(-c3ccccc3)n2CCO)cc1
  8, x
CCCOC1CCCN(C(=O)c2cc(Cl)c(Cl)cc2C(=O)O)C1 (centres undefined)
  -6, -4
COC(=O)c1ccccc1NC(=O)CN1C(=O)c2ccccc2S1(=O)=O
  4, -16
CC(C)(C)c1ccccc1OCCCCCNCCO
  9, 4
Cc1ccc(S(=O)(=O)N2CCOCC2)cc1C(=O)Nc1nc(-c2cccnc2)cs1
  11, 0
CCCOc1ccc(CC(=O)NCC2(c3ccccc3)CCOCC2)cc1OC
  -20, x
Cc1ncc([N+](=O)[O-])n1CC(O)CCl (centres undefined)
  -6, -1
COc1cccc(CNC(=O)CN(c2cc(C)cc(C)c2)S(=O)(=O)c2c(C)noc2C)c1
  -14, -23
Cc1nc(C)c(-c2csc(NCc3ccco3)n2)s1
  2, 2
COc1ccc(-c2nn(-c3ccccc3)cc2C(=O)NCCCn2ccnc2)cc1
  4, 8
O=C(COc1ccc2ccccc2c1)N1c2ccccc2Sc2ccccc21
  48, x
Cc1ccc2c(c1)cc(CN(Cc1ccco1)S(=O)(=O)c1ccccc1)c1nnnn12
  -15, -15
O=C(NCc1ccccc1)C(c1cccs1)N(C(=O)c1csnn1)C1CC1 (centres undefined)
  2, -1
CC(C)(NO)/C(=N/O)c1cccs1
  -7, 15
CCOC(=O)c1c(C)c(C(=O)NC2CCCCCC2)c(C)n1C
  8, -1
S=c1[nH]c2cc(Cl)ccc2s1
  10, x
CCN(CC)S(=O)(=O)c1cc(NC(=O)Cn2cnc3ccccc3c2=O)ccc1C
  5, x
CCN(CC)CCOC(=O)C1c2ccccc2Oc2ccccc21
  12, x
COc1ccc(CC(=O)Nc2ccc(OC)c(NC(=O)c3ccco3)c2)cc1
  -13, -1
COCCCNC(=O)c1c(F)c(F)c(F)c(F)c1F
  9, -2
N#Cc1nc(COc2ccccc2Cl)oc1N1CCCCCC1
  11, -32
CC1NC(=O)NC1CCCCCC(=O)NCCc1ccccc1 (centres undefined)
  11, 2
CCOC(=O)CCP(=O)(O)C(O)(c1ccccc1)c1ccccc1
  -5, x
CC(=O)N(CN1C(=O)C2CC=CCC2C1=O)c1cccc(Cl)c1 (centres undefined)
  16, 8
O=C(Nc1ccccc1N1CCN(c2ccc(F)cc2)CC1)C1CCCCC1
  -11, 10
c1ccc(CSc2nnc(-c3cccs3)o2)cc1
  -11, -25

Grouped by structure, the compounds so far containing an NH in an aromatic ring
Screens in order – RmlC RmlD mix, RT RNaseH block
Cc1cccc2cc(CN(Cc3ccco3)C(=O)c3ccncc3)c(=O)[nH]c12
  -8, -7
S=c1[nH]c2cc(Cl)ccc2s1
  10, x

The listing continues.
Screens in order – RmlC RmlD mix, RT RNaseH block
COC(=O)c1cn(NC(=O)C2CCCCC2)c(=O)c2ccccc12
  -16, -5
O=C(COC(=O)c1cc[n+]([O-])cc1)Nc1ccc2c(c1)OCCO2
  19, -3
O=C(Nc1nc(-c2ccncc2)cs1)C1COc2ccccc2O1 (centres undefined)
  x, 84*
CC1CCN(CCCNC(=O)c2coc3nc4ccccc4nc23)CC1
  19, 5
CN1C(c2ccc(F)cc2)=CS/C1=C(\C#N)c1nnc2n1-c1ccccc1SC2
  -7, -14
CCOc1ccc(N=Cc2c(O)n(-c3cccc(C)n3)c(=O)c3ccccc23)cc1
  6, x
CCCC(=O)N1CCCC(c2nc(-c3cccs3)no2)C1 (centres undefined)
  18, x
CCOc1ccc(N2C(=O)CC(N3CCN(C(=O)CN4CCCC4)CC3)C2=O)cc1 (centres undefined)
  9, -7
COC(=O)c1ccc(NC(=O)c2ccccc2SC)cc1
  23, x
C=C1CCN(C(C(=O)OC)C(C)C)S(=O)(=O)c2ccc(F)cc21 (centres undefined)
  4, x
CCOC(=O)CN(c1ccccn1)S(=O)(=O)c1ccccc1
  -6, x
CCn1c(CC(=O)Nc2ccc(C)cc2)nnc1SCC(=O)Nc1nc(C)cs1
  8, x
Cc1c(Nc2cc(=O)oc3ccccc23)c(=O)n(-c2ccccc2)n1C
  -12, 0
O=c1[nH]c(SCc2nc3ccccc3n2Cc2ccccc2)nc2ccccc12
  24, x
COc1ccccc1N1CCN(/N=C/c2c(C)nn(-c3ccccc3)c2C)CC1
  -9, x

Gathered by group: those above containing a COOH group.
Screens in order – RmlC RmlD mix, RT RNaseH block
Cc1cc(OCn2ccc(C(=O)O)n2)ccc1Cl
  -2, -7
CCCOC1CCCN(C(=O)c2cc(Cl)c(Cl)cc2C(=O)O)C1 (centres undefined)
  -6, -4

Further entries follow.
Screens in order – RmlC RmlD mix, RT RNaseH block
O=C(CCn1cnc2ccccc2c1=O)Nc1ccc(S(=O)(=O)N2CCCCC2)cc1
  -22, -6
COc1ccc(OC)c(C2=Nn3c(nnc3-c3ccncc3)SC2)c1
  x, -27
CCOC(=O)C(CCCOc1ccccc1C)C(=O)OCC
  3, x
COCCn1c(Cc2ccccc2)nnc1SCC(=O)N(C)C
  6, 3
Cc1nc2ccccc2cc1C(=O)O
  10, x
CC1CCC(C(C)C)C(OC(=O)C2=C3c4ccccc4S(=O)(=O)N3CC2)C1 (centres undefined)
  -36, x
Cc1cc2ncc(C(=O)Nc3ccccc3)c(C)n2n1
  -20, 2
CCC(=O)N1CCC2(CC1)Oc1ccc(Cl)cc1C(=O)C21CC(c2ccc(Cl)cc2)=NO1 (centres undefined)
  14, x
Cc1cccc(OCc2nc(-c3ccccn3)n[nH]2)c1
  -19, x
CCCCCCn1c(SCC(=O)c2ccccc2)nc2c1c(=O)[nH]c(=O)n2C
  13, 55*
O=C(Cc1cccs1)Nc1nnc(SCC(=O)NC2CCCCC2)s1
  25, 2
COc1ccccc1N1CCN(c2cc(C)nc3nc(C)nn23)CC1
  7, -13
COc1cc(/C=C2\C(=O)NC(=O)N(c3ccccc3)C2=O)cc(OC)c1O
  14, x
COc1ccc(Cn2c(O)c(C=NCCCn3ccnc3)c(=O)[nH]c2=O)cc1
  -17, 0
COc1cccc(NC(=O)C2CCCN2C(=O)Nc2cccc(F)c2)c1 (centres undefined)
  1, 38
O=C(Nc1ccc(N2CCOCC2)cc1)c1cnsn1
  x, 5
CC(=O)c1ccc(OCC(O)CN2CCN(c3ccccn3)CC2)cc1 (centres undefined)
  -8, 2
CC(C)C[C@H](NC(=O)c1nc[nH]c1C(=O)N[C@@H](CC(C)C)C(=O)OC(C)(C)C)C(=O)OC(C)(C)C
  4, x
O=c1ccc2cc(S(=O)(=O)Nc3ccc(F)cc3)ccc2o1
  15, 1
COc1ccc(NC(=O)CSc2nnc(CNC(=O)COc3ccc(Cl)cc3)o2)c(OC)c1
  -15, -33
CC(C)CCn1c(C(C)O)nc2ccccc21 (centres undefined)
  -11, x
c1ccc2c(-c3nc(-c4ccncc4)no3)cccc2c1
  -24, -59
CC1CCN(C(=O)Cn2c(SCC(=O)Nc3nccs3)nc3ccccc32)CC1
  9, 8
Cc1cccc(-n2ncc3c(N4CCc5ccccc54)ncnc32)c1
  x, 44
O=C(O)CCC(=O)N1CCN(c2cccc(Cl)c2)CC1
  -10, -6
CCN1C(=O)CC(N2CCN(C(c3ccccc3)c3ccccc3)CC2)C1=O (centres undefined)
  -12, -9
COc1ccc(OC)c(C(c2nnnn2C2CCCC2)N2CCN(c3ccccc3)CC2)c1 (centres undefined)
  12, 5
O=C(Cc1cccs1)N1CCCC(c2nc3c(nnn3Cc3ccc(F)cc3)c(=O)[nH]2)C1 (centres undefined)
  6, -12
Cc1ccc2[nH]c(=O)c(CN(Cc3cccnc3)Cc3nnnn3CCN3CCOCC3)cc2c1
  0, 2
Cc1ccc(-c2ccc(=O)n(CC(=O)N3CCN(c4cc(Cl)ccc4C)CC3)n2)cc1
  -5, x
COc1ccccc1N1Cc2ccccc2C1
  -13, x
CCCCOC(=O)Cn1c(=O)c2c(nc(Br)n2Cc2ccccc2)n(C)c1=O
  -9, -7
COC(=O)c1ccc(CSc2nc3ccccc3c(=O)n2-c2cccc(OC)c2)o1
  -4, 7
N#CC1=C(N)Oc2c(sc3ccccc23)C1c1ccco1 (centres undefined)
  -1, -9
Cc1nc(N)sc1-c1csc(NCc2ccccc2)n1
  -12, x
O=C(CCCc1c[nH]c2ccccc12)N1CCN(c2ccc(N3CCOCC3)nn2)CC1
  -11, -17
CCOC(=O)c1c(=O)n(O)c2ccc(C)cc2[n+]1[O-]
  x, -9
Cc1ccc(S(=O)(=O)N2CCCC2C(=O)Nc2nccs2)cc1 (centres undefined)
  -10, -8
O=C(c1cccc(C(=O)N2CCc3ccccc32)n1)N1CCc2ccccc21
  23, -22
COc1ccccc1N1CCN(C(=O)C(NS(=O)(=O)c2cccs2)c2ccccc2)CC1 (centres undefined)
  -13, -13
O=C(O)CCCNC(=O)c1cncc(Br)c1
  x, 1
O=C(O)COc1ccc2nsnc2c1Cl
  x, -16
Cc1csc(NC(=O)CCC(=O)N(CC(=O)NC2CCCC2)Cc2ccco2)n1
  9, -9
COc1ccc(-c2ccc(SCC(=O)NCc3ccco3)nn2)cc1OC
  -2, -2
NS(=O)(=O)c1ccc(CCNC(=O)C2CCN(S(=O)(=O)c3cnc[nH]3)CC2)cc1
  -9, x
CC(=O)Nc1cccc(NC(=O)c2oc3ccccc3c2C)c1
  x, -26
COc1ccc(C(=O)Nc2ccccc2-c2nnn(CC(=O)NCc3ccco3)n2)cc1
  -19, 0
O=C1C(c2ccccc2)C(c2ccccc2)NC(c2ccccc2)C1c1ccccc1 (centres undefined)
  -7, x
COc1ccccc1N1C(=O)CC(Sc2nc(C)cc(C)n2)C1=O (centres undefined)
  -1, 32
COc1cc(NC(=O)C(C)C)ccc1NC(=O)c1ccco1
  -55, 7
CCN1CCN(Cc2ccc(NC(=O)Nc3ccccc3Cl)cc2)CC1
  7, -3
O=S(=O)(NCC1OCCc2ccccc21)c1ccc(S(=O)(=O)N2CCOCC2)cc1 (centres undefined)
  -34, -7
CCn1c(C(=O)Nc2ccsc2C(=O)OC)cc2sc(Cl)cc21
  20, -19
O=C(O)C1CCCCC1C(=O)Nc1ccc(Cl)cc1 (centres undefined)
  4, -9
CN(C(=O)COC(=O)c1c[nH]c(=O)[nH]c1=O)C1CCCCC1
  -12, x
O=c1oc2ccccc2c2c1ncn2CCN1CCOCC1
  4, -10
N/C(=N\OC(=O)CCCCCN1C(=O)c2ccccc2C1=O)c1ccccc1
  -9, x
Cc1sc2ncnc(NCC(c3ccco3)N(C)C)c2c1C (centres undefined)
  -49, 0
CCC(Sc1nncn1C)C(=O)Nc1nnc(-c2ccccc2Cl)s1 (centres undefined)
  10, -14
C=CCOc1c(OC)cc(Cl)cc1C1NC(=O)NC(C)=C1C(C)=O (centres undefined)
  -7, -21

Compound profiles (already shown). Values in the order: RmlC RmlD mix, RT RNaseH block
O=c1oc2ccccc2c2c1ncn2CCN1CCOCC1 across the screens: 4, -10
O=C1C(c2ccccc2)C(c2ccccc2)NC(c2ccccc2)C1c1ccccc1 (centres undefined) across the screens: -7, x
CCC(Sc1nncn1C)C(=O)Nc1nnc(-c2ccccc2Cl)s1 (centres undefined) across the screens: 10, -14

(list continues)
Screens in order – RmlC RmlD mix, RT RNaseH block
CS(=O)(=O)N(CC(=O)Nc1cccc(Cl)c1)c1ccccc1Cl
  7, x
CC(NC(=O)c1cnc2n(c1=O)CCS2)c1ccccc1 (centres undefined)
  10, -12
COc1ccccc1N=C1SC(C)CN1C(=O)C1CCC1 (centres undefined)
  -15, -30
O=C(Nc1ccc(F)cc1F)c1cc(-c2ccco2)on1
  u, -13

Screens (PubChem BioAssay)
